Bioassay records as filed in PubChem.
LmPK inh: qHTS Assay for Inhibitors of Leishmania Mexicana Pyruvate Kinase (LmPK). AID 1721, 2009. 290,000 tested, 0.37% active. Potency, µM (series often up to 57.5 µM), inactives show at the highest dose activity change, negative = inhibition, hits mostly inhibitors. purified LmPK, Kinase-Glo ATP luminescence, 1 h. Q27686; further: potency means the concentration at half of the fitted maximal effect; on the % scale 0 is the no-effect control and ±100 the full control effect
Target sequence (Q27686 whole entry, looked up): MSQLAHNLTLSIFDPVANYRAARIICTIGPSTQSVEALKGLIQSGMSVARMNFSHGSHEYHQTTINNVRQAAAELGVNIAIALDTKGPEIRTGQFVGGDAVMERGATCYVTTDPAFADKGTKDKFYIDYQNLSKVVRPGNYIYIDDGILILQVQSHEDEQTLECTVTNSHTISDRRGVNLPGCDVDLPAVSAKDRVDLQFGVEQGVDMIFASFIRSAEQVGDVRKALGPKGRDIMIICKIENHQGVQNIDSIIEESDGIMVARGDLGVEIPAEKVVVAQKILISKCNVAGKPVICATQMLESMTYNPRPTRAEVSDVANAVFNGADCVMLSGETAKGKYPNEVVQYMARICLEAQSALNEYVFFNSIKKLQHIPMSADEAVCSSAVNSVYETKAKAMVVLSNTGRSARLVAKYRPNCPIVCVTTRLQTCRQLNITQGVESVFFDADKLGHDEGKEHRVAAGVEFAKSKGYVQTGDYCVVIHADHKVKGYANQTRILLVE
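Purified LmPK (0.1 nM) converted ADP (0.1 mM) to ATP with PEP (0.5 mM) in imidazole buffer pH 7.2 with KCl and MgCl2, 1 h at room temperature. ATP was read by Kinase-Glo luminescence; data normalized to uninhibited and no-enzyme controls.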
Tb PYK inh: qHTS of Trypanosoma Brucei Inhibitors; pyruvate kinase (Trypanosoma brucei), Q57TT1; TbPYK enzyme, Kinase-Glo Plus ATP luminescence, 45 min; Potency, µM (series often up to 76.8 µM), for the others: at the top dose activity, negative = inhibition, usual class: inhibitors; 410,000 tested, 0.12% active; AID 624173, 2012; further: potency means the concentration at half of the fitted maximal effect; on the % scale 0 is the no-effect control and ±100 the full control effect; nearly all actives have a fitted effect of over 50% in size
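Assay buffer: 50 mM TEA pH 7.2, 100 mM KCl, 10 mM MgCl2, 0.05% BSA, 0.01% Tween-20. Pyruvate kinase from T. brucei plus substrate met compound, then ADP (130 uM final). Luminescence was read post 45 min RT.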
AmpC inh no detg: qHTS Inhibitors of AmpC Beta-Lactamase (assay without detergent) | AID 485341, 2010 | AmpC nitrocefin hydrolysis, absorbance 480 nm, 0.0001% Triton | P00811 | Potency, µM (top dose mostly 57.1 µM), inactives show at the highest dose activity change, negative = inhibition, hits mostly inhibitors | 330,000 tested, 0.52% active;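 further: potency means the concentration at half of the fitted maximal effect; plate controls were no compound for no effect and no enzyme for full effect; nearly all actives have a fitted effect of over 20% in size; some results filed as inactive show a strong effect at the top dose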
Target sequence (P00811 whole entry, looked up): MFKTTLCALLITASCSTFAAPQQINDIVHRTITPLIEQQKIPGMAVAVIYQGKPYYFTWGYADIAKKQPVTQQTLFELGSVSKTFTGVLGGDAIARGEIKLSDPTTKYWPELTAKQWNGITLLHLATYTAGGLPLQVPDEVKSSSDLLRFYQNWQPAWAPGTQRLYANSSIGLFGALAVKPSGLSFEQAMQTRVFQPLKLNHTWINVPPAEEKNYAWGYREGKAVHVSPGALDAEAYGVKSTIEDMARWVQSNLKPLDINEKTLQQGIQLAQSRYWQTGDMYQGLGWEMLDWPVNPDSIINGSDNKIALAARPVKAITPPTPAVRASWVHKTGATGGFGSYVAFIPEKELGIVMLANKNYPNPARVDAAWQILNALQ
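20 mM phosphate pH 7.0 + 0.01% (detergent screen) or 0.0001% Triton X-100; 5.3 nM AmpC reagent; cpd preinc 15 min RT; nitrocefin (800 uM stock) to start; A480 q20 s × 4 min; Activity was normalised to no-enzyme and no-compound control wells.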
CHX counter: Cycloheximide Counterscreen for Small Molecule Inhibitors of Shiga Toxin; cell reporter, cycloheximide protein synthesis inhibition counterscreen; max response, %; 300,000 tested, 12% active; in the data active means max response mostly above about 13%, no sharp cut-off; inactive means mostly below about 14%; further: read at 38.3 µM for the half of the compounds with a filed dose; 0% is about no effect
Shiga toxin inh: A qHTS for Small Molecule Inhibitors of Shiga Toxin; inhibition, % at 38.7 µM; Vero cells, Shiga toxin protein synthesis inhibition reporter; 290,000 tested, 9.2% active; in the data active means inhibition mostly above about 28%, no sharp cut-off; inactive means mostly below about 43%; further: 0% is about no effect
Pf growth 48h: Primary qHTS for delayed death inhibitors of the malarial parasite plastid, 48 hour incubation; P. falciparum luciferase growth in erythrocytes, 48 h; Potency, µM (doses to about 28.7 µM), without a hit: at the top dose activity change, negative = inhibition, hits mostly inhibitors; 310,000 tested, 5.9% active; further: potency means the concentration at half of the fitted maximal effect; on the % scale 0 is the no-effect control and ±100 the full control effect
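Luciferase-expressing P. falciparum in infected erythrocytes (2% hematocrit, 0.1% parasitemia final) in RPMI 1640/0.5% Albumax were exposed to compound for 48 hours at 37 C, 5% CO2; growth read as luminescence.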
Pf growth 96h: Primary qHTS for delayed death inhibitors of the malarial parasite plastid, 96 hour incubation | P. falciparum luciferase reporter growth, 96 h | Potency, µM (top dose mostly 28.7 µM), for the others: at the top dose activity change, negative = inhibition, most hits filed as inhibitors | 320,000 tested, 6.9% active | AID 504834, 2011; further: potency means the concentration at half of the fitted maximal effect; on the % scale 0 is the no-effect control and ±100 the full control effect
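Plates of compound plus infected erythrocytes (2% hematocrit, 0.05% parasitemia final) incubate 96 hours, 37 C, 5% CO2. Detection reagent added; reduced luminescence from the parasites' luciferase reporter flags inhibition.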
Starred values were filed as active, the others as inactive; ? = inconclusive; nt = no result given; [ ] = another dose, or the depositor's remark. Unless noted, the call rests on the fitted dose curve; in most records, active means well fitted curve in the direction sought with a large enough effect; inconclusive means small, poorly fitted or top-dose-only effect, or another doubt; inactive means no such curve, though single readings can be large; an effect the other way counts as inactive or inconclusive.

[1] Cc1ccc(Cn2nnc(C(=O)Nc3cccc(C)c3C)c2N)cc1
[2] CCCCCCCCNC(=O)CC(NS(=O)(=O)c1ccc(NC(C)=O)cc1)C(C)C (stereo not drawn)
[3] CC(=O)c1ccc(C(=O)N2CCCC(Nc3ccc(C(C)C)cc3)C2)s1 (stereo not drawn)
[4] CC(C)C(NC(=O)CC12CC3CC(CC(C3)C1)C2)C(=O)O (stereo not drawn)
[5] Cc1nnc(NC(=O)c2cc(-c3ccncc3)nc3c(C)cccc23)s1
[6] CCCCCC(=O)NNC1CC(=O)N(c2cccc(OCC)c2)C1=O (stereo not drawn)

assay / entry	1	2	3	4	5	6
LmPK inh	3%	1%	1%	-3%	-12%	-4%
Tb PYK inh	-16%	9%	-15%	0%	-3%	-3%
AmpC inh no detg	-21%	39%	53%	-4%	-49%	21%
CHX counter	2	-2	3	-1	36*	-1
Shiga toxin inh	-2	16	5	-14	32*	-2
Pf growth 48h	?	?	?	?	?	27%
Pf growth 96h	21%	nt	-33%	-17%	-8%	?

[7] CCCn1cc(CN2CCC(Cc3cccc(F)c3)(C(=O)OCC)CC2)c(C)n1
[8] O=C(NCCC1=CCCCC1)C1CCCN(S(=O)(=O)c2ccccc2)C1 (stereo not drawn)
[9] CC(=O)COC(=O)C1=NN(c2ccccc2)C(=O)CC1
[10] Nn1c(Cc2ccccc2)n[nH]c1=S
[11] CCOC(=O)N1CCC(=NNc2ccnc3cc(Cl)ccc23)CC1
[12] COc1ccc2c(c1)N(C(=O)CN1C(=O)C3CCCCC3C1=O)C(C)(C)C=C2C (stereo not drawn)

assay / entry	7	8	9	10	11	12
LmPK inh	2%	-1%	4%	2%	-7%	4%
Tb PYK inh	-2%	4%	4%	-24%	-1%	-4%
AmpC inh no detg	53%	36%	1%	-13%	-13%	82%[activator]
CHX counter	1	0	-3	18*	4	-3
Shiga toxin inh	-6	28	3	50	12	-4
Pf growth 48h	-15%	-27%	31%[activator]	3%	?	12µM*
Pf growth 96h	-8%	?	46%[activator]	25%	2.6µM*	12%

[13] Cn1c(CN2CCOCC2)nnc1SCc1cccc(F)c1
[14] COc1ccc(CN2C(=O)NC(=O)/C(=C/c3ccc([N+](=O)[O-])s3)C2=O)cc1
[15] CC1CCN(S(=O)(=O)c2ccc(NC(=O)c3cccs3)cc2)CC1
[16] COC(=O)[C@H](CC(C)C)NC(=O)Nc1cccc(Br)c1
[17] CC1(C)CC(=O)C2=C(C1)N(c1ccc(F)cc1)C(=O)CC2c1ccccc1 (stereo not drawn)
[18] O=S(=O)(c1cccc(NC(=S)NCc2ccco2)c1)N1CCOCC1

assay / entry	13	14	15	16	17	18
LmPK inh	-2%	-8%	0%	-1%	-2%	1%
Tb PYK inh	0%	?	3%	2%	7%	-15%
AmpC inh no detg	5%	?	28µM*	-30%	28%	-21%
CHX counter	5	-1	-5	1	-9	-3
Shiga toxin inh	11	-5	-1	-5	-16	-1
Pf growth 48h	-3%	56%[activator]	4.7µM*	7%	nt	3%
Pf growth 96h	56%[activator]	17%	5%	47%[activator]	8%	7%

Structural class: the compounds so far containing four or more nitrogen atoms.
[1] Cc1ccc(Cn2nnc(C(=O)Nc3cccc(C)c3C)c2N)cc1
[5] Cc1nnc(NC(=O)c2cc(-c3ccncc3)nc3c(C)cccc23)s1
[10] Nn1c(Cc2ccccc2)n[nH]c1=S
[11] CCOC(=O)N1CCC(=NNc2ccnc3cc(Cl)ccc23)CC1
[13] Cn1c(CN2CCOCC2)nnc1SCc1cccc(F)c1

assay / entry	1	5	10	11	13
LmPK inh	3%	-12%	2%	-7%	-2%
Tb PYK inh	-16%	-3%	-24%	-1%	0%
AmpC inh no detg	-21%	-49%	-13%	-13%	5%
CHX counter	2	36*	18*	4	5
Shiga toxin inh	-2	32*	50	12	11
Pf growth 48h	?	?	3%	?	-3%
Pf growth 96h	21%	-8%	25%	2.6µM*	56%[activator]

(more compounds)
[19] COc1ccccc1Nc1nc(N)nc(CN2CCN(c3ccccc3F)CC2)n1
[20] COc1ccc(-n2c(C)nc3sc4c(c3c2=O)CCC4)cc1
[21] Cc1ccc(NC(=O)NCCCN2CCCC2=O)c(C)c1
[22] CCCCN(CC)CCNc1c(N2CCN(C(=O)OCC)CC2)c(=O)c1=O
[23] CC(=O)Oc1ccc(C(=O)Nc2cccnc2)cc1
[24] c1ccc(Nc2n[nH]nc2-c2ccccc2)cc1

assay / entry	19	20	21	22	23	24
LmPK inh	0%	-4%	-1%	-5%	-11%	3%
Tb PYK inh	6%	-3%	3%	6%	-3%	5%
AmpC inh no detg	25%	-8%	1%	-3%	43%	-57%
CHX counter	4	2	1	5	-3	8
Shiga toxin inh	-6	-23	-12	-9	21	6
Pf growth 48h	?	14%	1%	?	1%	-16%
Pf growth 96h	17%	4.7µM*	?	?	58%[activator]	?

[25] COc1ccc(C(=O)NCc2cc(C)nc3ccccc23)cc1OC
[26] Cc1noc(C)c1CSCC(=O)Oc1ccc(N(C)S(=O)(=O)c2ccccc2)cc1
[27] O=C(NNC1CC(=O)N(c2ccccc2)C1=O)c1ccccc1Cl (stereo not drawn)
[28] Cc1nn(C)c(C)c1CCC(=O)N1CCCC(N2CCN(c3ccc(F)cc3)CC2)C1 (stereo not drawn)
[29] CCn1c2ccccc2c2cc(NC(C)=O)ccc21
[30] CCOC(=O)C1=C(c2ccccc2)NC(SC)=C(C#N)C1c1cccnc1 (stereo not drawn)

assay / entry	25	26	27	28	29	30
LmPK inh	-3%	nt	1%	6%	-1%	-1%
Tb PYK inh	7%	-1%	-8%	-7%	-7%	-7%
AmpC inh no detg	20%	3%	-11%	86%[activator]	-5%	-8%
CHX counter	-8	nt	0	6	-2	-1
Shiga toxin inh	1	nt	-6	24	-13	9
Pf growth 48h	12%	9%	9%	?	nt	?
Pf growth 96h	10%	58%[activator]	15%	42%[activator]	-8%	12µM*

[31] CC(NCc1cccc(S(=O)(=O)N(C)C)c1)c1ccc(F)cc1 (stereo not drawn)
[32] Cc1cccc(NC(=S)/N=C(\N)Nc2nc(C)c3ccccc3n2)c1
[33] O=C(NC(=S)Nc1c(F)cc(F)cc1Br)c1ccc2c(c1)OCCO2
[34] O=C(NCCCN1CCOCC1)c1ccc2c(c1)N(Cc1c(F)cccc1Cl)C(=O)CS2
[35] COc1ccc(C)cc1S(=O)(=O)N(C)CC(=O)Nc1ccc2c(c1)OCO2
[36] COc1ccc(S(=O)(=O)N2CCN(Cc3cccnc3)CC2)cc1

assay / entry	31	32	33	34	35	36
LmPK inh	-3%	3%	1%	10%	2%	-1%
Tb PYK inh	0%	1%	-4%	1%	-8%	-2%
AmpC inh no detg	-19%	-33%	-12%[2.29 µM]	102%[activator]	-5%	0%
CHX counter	2	30*	28*	-1	10	-2
Shiga toxin inh	30	50	84*	-6	0	-6
Pf growth 48h	27%	-2%	16%	-21%	-11%	-5%
Pf growth 96h	-7%	10µM*	26%	?	?	1%

[37] Cc1ccc(O)c(CNc2nc3ccccc3n2C)c1
[38] COc1ccccc1NC(=S)N/N=C1\CC(C)(C)Oc2ccc(O)cc21
[39] Cc1ccc(CONC(=O)c2ccc(C)cc2)cc1
[40] Cc1ccc(C(=O)CSc2nc3ccccc3c(=O)n2N)o1
[41] CC(C)c1cc(-c2n[nH]c(=S)n2Cc2ccccc2)cs1
[42] O=C(N/N=C/c1sc(N2CCOCC2)nc1-c1ccccc1)c1ccccc1F

assay / entry	37	38	39	40	41	42
LmPK inh	1%	14%	nt	-1%	?	-3%
Tb PYK inh	-1%	-14%	-14%	-4%	?	-2%
AmpC inh no detg	?	-20%	-8%	-26%	-37%	-9%
CHX counter	35*	-3	nt	35*	-3	-1
Shiga toxin inh	75*	-8	nt	77	-10	-8
Pf growth 48h	?	?	350%[activator]	105%[activator]	33%[activator]	?
Pf growth 96h	?	6%	449%[activator]	6%	12%	?

[43] CC(C)(C)Nc1nc(-c2ccccn2)nc2ccccc12
[44] CCOc1ccc(N2C(=O)c3ccccc3C2O)cc1 (stereo not drawn)
[45] CCCn1nnc(NC(=O)c2cc3ccccc3o2)n1
[46] Cc1ccc(S(=O)(=O)Cc2ccc(C(=O)N3CCCCCC3)o2)cc1
[47] O=C(CN1C(=O)CC(c2ccco2)Sc2ccccc21)Nc1ccc2c(c1)OCCO2 (stereo not drawn)
[48] CCOCCCNC(=O)c1ccc(N2CC3CC(C2)c2cccc(=O)n2C3)c(NC(=O)Nc2cccc(OC)c2)c1 (stereo not drawn)

assay / entry	43	44	45	46	47	48
LmPK inh	3%	-3%	-2%	11%	2%	1%
Tb PYK inh	-8%	-14%	1%	-4%	-7%	2%
AmpC inh no detg	-19%	-14%	-9%	9%	-11%	132%[activator]
CHX counter	-2	45	43*	-1	23	1
Shiga toxin inh	-15	64*	74*	-16	13	-4
Pf growth 48h	2.9µM*	nt	237%[activator]	nt	-15%	?
Pf growth 96h	?	?	-2%	-2%	0%	-11%

[49] CC1=C(C(=O)NCCN2CCN(C)CC2)C2(CCC(C)CC2)OC1=O (stereo not drawn)
[50] CCOC(=O)C1(Cc2cccc(Cl)c2)CCCN(C(=O)c2ccoc2C)C1 (stereo not drawn)
[51] O=C(NCc1cccs1)c1ccc(Cl)s1
[52] CCCCc1nc(N2CCOCC2)c(C#N)c2c1CCCC2
[53] N#Cc1c(-c2ccccc2)nc2n(c1=O)CCS2
[54] CCOC(=O)c1[nH]c2ccc(F)cc2c1NC(=O)C(C)N1CCc2cc(OC)c(OC)cc2C1 (stereo not drawn)

assay / entry	49	50	51	52	53	54
LmPK inh	-1%	-1%	-1%	-4%	-4%	-1%
Tb PYK inh	-2%	-5%	1%	2%	8%	-1%
AmpC inh no detg	2%	113%[activator]	-26%	26%	-9%	79%[activator]
CHX counter	-2	10	12	-7	-6	-2
Shiga toxin inh	30	25	-6	-25	-3	-17
Pf growth 48h	32%	?	22%	-19%	20%	15µM*
Pf growth 96h	0%	?	nt	nt	46%[activator]	?

[55] CC(C)C1=C2OC(N)=C(C#N)C(C#N)=C2C(C)CC1 (stereo not drawn)
[56] Oc1ccc2ccccc2c1Br
[57] CN1C(=O)C(Cl)(Cl)C(=O)c2ccccc21
[58] COC(=O)c1ccc2[nH]c(CO)c(-c3ccccc3)c2c1
[59] COc1cccc(NC(=O)N2CCC3(CC2)OCCO3)c1
[60] CC(C)c1ccc(OCCCCN2CCCCC2)cc1

assay / entry	55	56	57	58	59	60
LmPK inh	1%	-4%	-11%	-5%	-6%	0%
Tb PYK inh	-5%	-4%	14µM*	-4%	6%	37%[activator]
AmpC inh no detg	-3%	-18%	-23%	-23%	-5%	2%
CHX counter	4	-1	18*	6	31*	-1
Shiga toxin inh	6	-11	6	3	61*	15
Pf growth 48h	0%	1%	3%	?	50%[activator]	nt
Pf growth 96h	?	18%	21%	-75%	?	39%[activator]
